# Screening data: PubChem, Dana-Farber Cancer Institute and Novartis Institutes for BioMedical Research (Cambridge, Mass)
# USP8 inh: inhibitors of human USP8 deubiquitinase | Ubiquitin carboxyl-terminal hydrolase 8 (Homo sapiens), P40818 | purified USP8, Ub-rhodamine cleavage fluorescence, 30 min | inhibition, % at 20 µM | 4.2% of 47,000 active | AID 1645853, 2021
# UCHL1 inh: inhibitors of human UCHL1 deubiquitinase. 0.2% of 47,000 active. Ubiquitin carboxyl-terminal hydrolase isozyme L1 (Homo sapiens), P09936. inhibition, % at 20 µM. purified UCHL1, Ub-rhodamine cleavage fluorescence. AID 1645859, 2021
# USP30 inh: inhibitors of human USP30 deubiquitinase; Ubiquitin carboxyl-terminal hydrolase 30 (Homo sapiens), Q70CQ3; purified USP30, Ub-rhodamine cleavage fluorescence; inhibition, % at 25 µM; 5.3% of 47,000 active
# OTUD3 block: inhibitors of human OTUD3 deubiquitinase | OTU domain-containing protein 3 (Homo sapiens), Q5T2D3 | purified OTUD3, Ub-rhodamine fluorescence, 2 h | inhibition, % at 25 µM | 0.7% of 47,000 active | AID 1645858, 2021
# USP28 inh: inhibitors of human USP28 deubiquitinase; Ubiquitin carboxyl-terminal hydrolase 28 (Homo sapiens), Q96RU2; purified USP28, Ub-rhodamine cleavage fluorescence, 30 min; inhibition, % at 25 µM; 3% of 47,000 active; AID 1645857, 2021
# USP7 inh: inhibitors of human USP7 deubiquitinase | purified USP7, Ub-rhodamine cleavage fluorescence | AID 1645854, 2021 | Ubiquitin carboxyl-terminal hydrolase 7 (Homo sapiens), Q93009 | 0.3% of 47,000 active | inhibition, % at 20 µM
# Target sequence (Q93009 whole entry, looked up): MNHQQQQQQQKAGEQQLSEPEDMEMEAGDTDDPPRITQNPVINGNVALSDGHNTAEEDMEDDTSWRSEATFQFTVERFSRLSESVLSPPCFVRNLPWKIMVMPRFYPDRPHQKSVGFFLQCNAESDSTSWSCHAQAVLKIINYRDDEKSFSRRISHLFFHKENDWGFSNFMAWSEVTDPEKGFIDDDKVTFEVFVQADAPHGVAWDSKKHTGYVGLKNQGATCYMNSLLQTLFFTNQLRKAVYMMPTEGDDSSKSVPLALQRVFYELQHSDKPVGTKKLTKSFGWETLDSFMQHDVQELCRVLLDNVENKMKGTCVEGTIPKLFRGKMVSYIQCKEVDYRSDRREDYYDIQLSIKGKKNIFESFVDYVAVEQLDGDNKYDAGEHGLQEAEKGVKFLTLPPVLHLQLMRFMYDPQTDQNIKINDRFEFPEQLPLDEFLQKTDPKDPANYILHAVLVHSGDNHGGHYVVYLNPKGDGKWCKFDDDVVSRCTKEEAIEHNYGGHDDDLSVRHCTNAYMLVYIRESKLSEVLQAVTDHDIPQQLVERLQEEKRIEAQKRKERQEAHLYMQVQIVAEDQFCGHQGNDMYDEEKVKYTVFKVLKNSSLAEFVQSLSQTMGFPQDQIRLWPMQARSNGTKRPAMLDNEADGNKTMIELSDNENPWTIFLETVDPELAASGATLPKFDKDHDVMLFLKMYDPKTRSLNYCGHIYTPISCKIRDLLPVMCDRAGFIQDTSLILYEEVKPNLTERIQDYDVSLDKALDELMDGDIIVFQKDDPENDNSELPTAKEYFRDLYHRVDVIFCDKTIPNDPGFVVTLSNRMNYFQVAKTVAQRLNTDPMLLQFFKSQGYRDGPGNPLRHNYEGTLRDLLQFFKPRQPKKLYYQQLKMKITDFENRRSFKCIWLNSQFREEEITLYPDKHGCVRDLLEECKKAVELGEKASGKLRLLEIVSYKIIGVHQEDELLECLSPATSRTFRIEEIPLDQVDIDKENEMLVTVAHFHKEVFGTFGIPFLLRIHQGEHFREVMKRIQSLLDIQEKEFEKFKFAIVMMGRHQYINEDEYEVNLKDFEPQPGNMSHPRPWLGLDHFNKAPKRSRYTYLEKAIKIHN
# USP17 inh: inhibitors of human USP17 deubiquitinase. AID 1645855, 2021. inhibition, % at 50 µM. 6.5% of 47,000 active. Ubiquitin carboxyl-terminal hydrolase 17-like protein 5 (Homo sapiens), A8MUK1. purified USP17, Ub-rhodamine cleavage fluorescence, 3 h
# USP10 inh: inhibitors of human USP10 deubiquitinase; purified USP10, Ub-rhodamine fluorescence, 60 min; AID 1645856, 2021; inhibition, % at 20 µM; Ubiquitin carboxyl-terminal hydrolase 10 (Homo sapiens), Q14694; 1.1% of 47,000 active
# Starred values were filed as active, the others as inactive; i = inactive; x = not tested or not shown. Cut-off read from the data, not from the text of the source: active = inhibition above about 30%; inactive = the rest.
SMILES,USP8 inh,UCHL1 inh,USP30 inh,OTUD3 block,USP28 inh,USP7 inh,USP17 inh,USP10 inh
Cc1oc2c(c1C(=O)NCCCc1ccccc1)C1=NCCN1C=N2,7,1,0,0,0,-4,5,-1
COc1cccc(OCC(O)CNc2ccc(Cl)cc2)c1 (stereo unspecified),37*,2,-15,-3,-8,-80,5,3
O=C(CNC(=O)c1cccc(F)c1)Nc1nc2ccccc2[nH]1,3,1,39*,7,22,9,64*,2
CC1CCN(S(=O)(=O)N2CCCC(C(=O)Nc3cccc(F)c3)C2)CC1 (stereo unspecified),17,8,22,11,7,-4,9,3
O=C(Nc1ccc(CN2CCOCC2)cc1)c1cccc(Br)c1,-8,-1,5,-4,38*,-9,-4,-1
O=C(Nc1nc2c(s1)CCc1ccccc1-2)c1ccc(F)c(Cl)c1,-12,6,6,7,17,13,9,12
Cc1ccc(CCNC(=O)CN2CCN(Cc3cccc(C)c3)C2=O)cc1,-6,0,0,-2,4,-3,-19,0
COc1cccc(CNC(=O)c2[nH]nc3c2CCc2ccccc2-3)c1,-13,7,7,10,24,6,12,6
CCOc1ccc(OCc2ccc(C(=O)NC3CCCCCC3)o2)cc1,-13,3,-56,19,0,4,-16,0
NS(=O)(=O)c1cc(C(=O)OCC(=O)NC2CCCc3ccccc32)ccc1Cl (stereo unspecified),2,0,32*,-1,13,-2,55*,6
CN(C1CCCCC1)S(=O)(=O)N1CCCC(C(=O)N2CCN(c3ncccn3)CC2)C1 (stereo unspecified),-2,0,-1,-3,0,-1,7,-1
O=C(Nc1ccc(F)cc1F)c1ccc2c(c1)nnn2CCN1CCOCC1,0,0,-4,-1,-2,-3,-9,3
CN1CCN(Cc2nnc(-c3ccccc3)o2)CC1,26,1,17,16,8,3,12,1
CC1=C(C(=O)OCCOc2ccccc2)C(c2ccsc2)NC(=O)N1C (stereo unspecified),18,4,14,14,29,-13,16,3
Cc1cc(-c2cnc(C(C)C)nc2-c2ccc(CNC(=O)CC3C=CCC3)cc2)on1 (stereo unspecified),-1,-2,1,2,7,-27,13,-1

# Single records, as listed above. Order of values: USP8 inh, UCHL1 inh, USP30 inh, OTUD3 block, USP28 inh, USP7 inh, USP17 inh, USP10 inh
# Shown for COc1cccc(CNC(=O)c2[nH]nc3c2CCc2ccccc2-3)c1 : -13, 7, 7, 10, 24, 6, 12, 6
# Shown for O=C(Nc1ccc(F)cc1F)c1ccc2c(c1)nnn2CCN1CCOCC1 : 0, 0, -4, -1, -2, -3, -9, 3

# (next part)
SMILES,USP8 inh,UCHL1 inh,USP30 inh,OTUD3 block,USP28 inh,USP7 inh,USP17 inh,USP10 inh
COc1cccc(CN2C(=O)C3CCCN3c3ccc(S(=O)(=O)N4CCOCC4)cc32)c1 (stereo unspecified),-31,-24,-164,-26,-46,-17,-17,-12
O=C(c1cnccn1)N1CCc2[nH]c3ccc(F)cc3c2C1,-152,-54,i,-188,-258,-58,-159,-6
O=C(NC(c1ccccc1)c1cccnc1)c1ccccc1 (stereo unspecified),-2,-1,7,8,1,3,-3,1
CCOc1ccccc1NC(=O)Nc1cc(-c2nc3ccccc3o2)ccc1OC,22,-1,58*,30,31*,11,57*,17
COc1ccc(-c2ccc(SCc3nc(-c4ccc(C)cc4)no3)nn2)cc1OC,6,4,-83,-13,7,4,-7,-9
O=c1[nH]c(=O)n(-c2ccccc2F)c2c1CN(C1CCCCC1)CN2,-2,-3,1,-6,-5,0,-3,4
CCc1nnsc1C(=O)N1C[C@H]2CC[C@@H](N(C)c3cnccn3)[C@H]2C1,15,1,12,17,16,1,8,0
Cc1sc2ncn(CC(=O)N3CCc4ccccc43)c(=O)c2c1C,3,-1,-442,-112,-133,0,-63,-5
Cc1ccc2sc(N3CCN(C(=O)c4ccn(C)n4)CC3)nc2c1C,0,-4,-6,-11,-19,-34,-5,-2
COc1ccc(CN2CCCC(c3cccc(-c4cccc(C(N)=O)c4)n3)C2)cc1 (stereo unspecified),7,3,7,4,13,4,0,2
COc1ccc2nc(NC(=O)c3cc([N+](=O)[O-])cnc3C)sc2c1,-96,14,-32,19,21,-12,20,20
COc1ccccc1CC(=O)NC[C@H]1C[C@@]2(C)[C@@H](O)CCCC[C@H]2N1C(C)=O,-9,-1,-14,0,-13,-1,-15,0
Cc1ccc(NC(=O)Cn2cnc(S(=O)(=O)N3CCCC3)c2)cc1C,20,3,22,9,10,5,-12,4
COCCC(=O)N1Cc2c(Cn3ccnc3)nn(C)c2C1,-38,-4,-1,-3,-7,1,-13,1
Cc1cc(S(N)(=O)=O)cc(NC(=O)C2CCCN(C(=O)c3ccc(F)cc3)C2)c1C (stereo unspecified),-4,-4,-2,-1,-7,-2,x,-3

# Reprinted from the part before: 3 entries; new compounds follow.
SMILES,USP8 inh,UCHL1 inh,USP30 inh,OTUD3 block,USP28 inh,USP7 inh,USP17 inh,USP10 inh
Cc1ccc(NC(=O)Cn2cnc(S(=O)(=O)N3CCCC3)c2)cc1C,20,3,22,9,10,5,-12,4
COCCC(=O)N1Cc2c(Cn3ccnc3)nn(C)c2C1,-38,-4,-1,-3,-7,1,-13,1
Cc1cc(S(N)(=O)=O)cc(NC(=O)C2CCCN(C(=O)c3ccc(F)cc3)C2)c1C (stereo unspecified),-4,-4,-2,-1,-7,-2,x,-3
Cn1cccc1CN1CCC2(CC1)CCN(c1cncnc1)C2=O,-49,3,23,-2,6,2,-4,-2
O=C(NC1CCCCC1)c1csc(C(=O)NC2CC2)n1,-4,-1,0,2,-1,1,-4,-2
O=c1c2sccc2n2c(=O)[nH]nc2n1CCc1ccccc1,4,0,0,3,-3,1,24,5
Cc1c(-c2cccc(Cl)c2)nc2ccccc2c1C(=O)N1CCCc2ccccc21,0,1,-52,-1,-4,0,1,-4
O=C(c1ccc(N2CCCN(Cc3ccccc3)C2=O)cc1)N1CCC(O)CC1,-5,-5,4,0,0,0,-3,1
O=C(O)[C@@H]1CCCN1C(=O)[C@H](Cc1ccccc1)n1c(=O)[nH]c2ccccc2c1=O,-7,1,18,6,0,2,8,2
c1ccc2c(-c3nc(C4CC4)no3)nnc(NCCCN3CCOCC3)c2c1,20,4,36*,18,14,0,9,3
CC(=O)c1ccc(NC(=O)c2ccc3nncn3c2)cc1,-9,-3,-16,-2,-3,4,-4,-4
Cc1ccc(Cn2nnc(C(=O)N3CCCC3)c2-n2cccc2)cc1,18,-1,-31,6,13,-1,9,-6
O=C(NC1CCCCC1)C(c1ccccc1)N(C(=O)c1cnccn1)c1cccc2ccccc12 (stereo unspecified),-9,0,4,1,-8,-8,17,0
COc1ccc(CN2C[C@@H](c3ccccn3)[C@@]3(CCCCC(=O)N3)C2)cc1Cn1ccnc1,5,2,-2,3,2,5,2,2
Cc1nc2nc(C)c(CCC(=O)Nc3ccc(F)cc3F)c(C)n2n1,-2,-4,3,0,-1,-2,-1,-2
CCN1C(=O)[C@@]2(c3ccccc31)[C@@H]1C(=O)N(c3cccc(Br)c3)C(=O)[C@@H]1[C@@H]1CCCN12,-73,-4,-101,-26,-30,-10,-5,-4
CCN1CCN(S(=O)(=O)c2ccc3c(c2)CC(C)N3C(=O)C2CC2)CC1 (stereo unspecified),14,2,3,7,2,0,3,1
Cc1ccc(C(=O)N(Cc2ccccc2)Cc2nc3nc(C)cc(C)n3n2)cc1,2,-1,0,0,1,-5,0,0
CCN1C(=O)C2CN(C(=O)c3ccc(F)c(C(F)(F)F)c3)CCN2C1=O (stereo unspecified),0,-1,-7,-4,-12,0,-12,2
CN1CCN(c2c(C#N)c3c(c4nncn24)CN(C)CC3)CC1,-27,-1,11,13,4,5,-4,0
COc1ccc(CC(=O)NC(C)c2nc(-c3cccnc3)n[nH]2)cc1 (stereo unspecified),11,1,9,5,5,2,1,0
Cc1ccc([C@H]2C[C@@H](O)[C@@H](O)[C@@H]2NC(=O)c2ccccc2)cc1,2,0,37*,5,4,3,23,1
Cc1cc(C(=O)Nc2ccc3nc(N4CCN(c5ncccn5)CC4)cc(C)c3c2)ccc1[N+](=O)[O-],3,5,25,-3,1,3,73*,3
COC(=O)c1cc(C)sc1NC(=O)c1cccc(OC)c1OC,-149,-9,i,-84,-78,-5,x,-5
Cc1ccc(-c2cc(C#N)c(=O)n(Cc3ccc(F)cc3)c2)cc1,0,0,0,-1,-8,4,41*,2
CCCn1c(-c2ccc(Cl)cc2)nc2c(c(=O)c3ccccc3n2C)c1=O,27,0,4,-2,1,6,-1,-6
CCOc1ccc(C(=O)N2Cc3ccccc3CC2C(N)=O)cc1OC (stereo unspecified),3,1,4,-4,-5,1,0,-1
COc1ccc2c(CNCc3ccco3)c(C(=O)O)n(Cc3ccc(F)cc3)c2c1,-1,-3,-15,-11,-6,-51,1,4
COC(=O)CSc1nnc(COc2cccc3cccnc23)n1-c1ccccc1,19,4,20,14,17,2,x,1
CCOc1ccccc1C(=O)NCC(c1ccco1)N1CCCC1 (stereo unspecified),24,3,7,4,10,3,12,-2
COc1ccc(NC(=NCc2c(C)nn(C)c2C)NC(=O)c2ccc(NC(C)=O)cc2)cc1,-10,0,-5,-1,-8,0,-12,2
CN(C)[C@@H]1[C@@H](O)[C@H](Oc2ccccc2)C[C@H]1NC(=O)c1cscn1,18,2,10,14,4,6,7,-2
CNc1nc(C2CCN(C(=O)C3(c4cccc(C)c4)CCOCC3)C2)nc2c1CCN(C)C2 (stereo unspecified),37*,0,-89,-22,-34,2,x,-10
O=C1NCc2ccccc2CC12CCN(Cc1ccc(O)cc1)CC2,-102,-2,13,0,0,1,-12,0
CC(OC(=O)CNC(=O)c1ccc(Br)cc1)C(=O)Nc1ccc2c(c1)OCCO2 (stereo unspecified),-11,1,24,16,23,3,66*,-1
CN(C)c1ccc(C(CNC(=O)COc2ccc(Cl)cc2)N2CCCC2)cc1 (stereo unspecified),-1,-1,-2,-2,-7,-5,-15,-2

# Reprinted at random: two compounds from above, in no set order.
SMILES,USP8 inh,UCHL1 inh,USP30 inh,OTUD3 block,USP28 inh,USP7 inh,USP17 inh,USP10 inh
CN1CCN(c2c(C#N)c3c(c4nncn24)CN(C)CC3)CC1,-27,-1,11,13,4,5,-4,0
CN(C)c1ccc(C(CNC(=O)COc2ccc(Cl)cc2)N2CCCC2)cc1 (stereo unspecified),-1,-1,-2,-2,-7,-5,-15,-2
